All columns: NCI-60 one-dose screen, growth in % after 48 h at 10 µM unless noted; 100 = growth as untreated, 0 = no growth, -100 = all killed.
SK-MEL-28: SK-MEL-28 melanoma. hit rate 4.1% among 81,000. AID 1794761
M14: M14 melanoma | hit rate 6.2% among 80,000 | AID 1794745
MDA-MB-435: MDA-MB-435 melanoma; AID 1794794; hit rate 7.8% among 82,000
UACC-257: UACC-257 melanoma; hit rate 4.4% among 78,000; AID 1794764
SK-MEL-5: SK-MEL-5 melanoma; hit rate 6.4% among 80,000
SK-MEL-2: SK-MEL-2 melanoma. hit rate 4.7% among 77,000
MALME-3M: MALME-3M melanoma; hit rate 5.8% among 78,000
UACC-62: UACC-62 melanoma; hit rate 5.4% among 81,000; AID 1794756
* marks the source's active call; other numbers are inactive results; . = no result given. The calls were made as follows: active = growth percent below 10; inactive = the rest.

SMILES	SK-MEL-28	M14	MDA-MB-435	UACC-257	SK-MEL-5	SK-MEL-2	MALME-3M	UACC-62
C[C@]12CC[C@@H]3c4cc(OC(F)F)c(O)cc4CC[C@H]3[C@@H]1CC[C@@H]2OS(N)(=O)=O	57.4	17.6	0.8*	71.8	0.2*	42.1	27.1	48.0
CC(C)=CC(=O)CC(=O)C(=O)Nc1ccc(Cl)c(Cl)c1	111.8	101.9	107.4	60.1	97.0	110.9	106.1	102.8
COc1ccc(C2=NN(C(C)=O)C(c3ccc(N4CCN(Cc5ccccc5)CC4)cc3)C2)cc1 (centres undefined)	112.2	.	99.3	99.7	80.2	102.2	88.9	83.9
CCN(Cc1ccccc1)C(=O)C1CCN(Cc2c[nH]c3ccccc23)CC1	111.8	101.3	101.4	103.9	90.4	106.2	101.0	97.6
C=CC[n+]1c(/C=C/C=C2\N(C)c3ccccc3C2(C)C)sc2ccc(OC)cc21	37.5	23.0	12.8	.	-90.7*	-13.4*	5.3*	19.5
Cc1nn(-c2ccc([N+](=O)[O-])cc2)c(C)c1N=Nc1ccccc1	103.9	98.9	105.7	92.3	98.8	98.1	95.2	81.0
COc1ccc(-c2nc3ccc(-c4nnc(SCC(=O)Nc5ccc(Br)cc5)o4)cc3[nH]2)cc1	92.7	.	97.2	104.5	80.0	96.4	104.8	65.0
O=C1c2c(c3c4cccnc4[nH]c3c3ccc4ccccc4c23)C(=O)N1CCN1CCNCC1	107.6	64.4	89.9	106.0	91.7	112.7	92.3	79.6
CC1Cc2c(NCCO)ncnc2N(C)c2ccccc21 (centres undefined)	114.6	111.6	102.6	.	100.5	96.8	113.4	102.9
CCC(=O)Oc1ccc(/C(=C(/CC)c2ccccc2)c2ccc(OCCN3CCCCC3)cc2)cc1	109.6	101.5	107.9	108.3	95.6	103.5	108.4	103.9
COc1cc(C)cc2oc3oc(=N)c(C(=O)c4ccccc4)cc3c(=O)c12	98.0	99.7	101.7	111.3	96.8	113.9	91.8	93.5
CCOC(=O)C1CCCC1	103.1	94.4	98.9	.	100.7	108.4	87.0	99.5
Clc1nc2ccccc2nc1Cc1nnc(-c2ccccc2)o1	107.8	103.0	108.2	110.8	94.3	106.0	96.7	94.6
CC(C)c1ccc(NC(=O)Nc2ccc(NC(=O)CCCC(=O)NO)cc2)cc1	101.6	102.8	110.2	92.8	102.7	99.1	92.3	89.8
C=CC(=O)N[C@H](/C=C/C(=O)O)Cc1ccc(-c2cc(Cl)cc(Cl)c2)cc1	109.4	95.6	102.7	.	99.3	91.3	98.6	88.8
CC1(C)NC(=S)c2ccccc2NC1=S	107.5	100.9	100.9	102.2	.	100.9	101.6	96.2
COc1ccc(Nc2ncccc2NC(=O)c2cn(Cc3ccc(F)cc3)nn2)c(OC)c1	97.3	107.3	100.1	100.0	91.1	.	91.0	94.1
NCCOCCO	107.8	100.9	105.3	94.2	102.1	106.0	81.9	104.7
COc1ccc(C(=O)c2c(N)c(C#N)cn2-c2cc(Cl)cc(Cl)c2)cc1	108.7	90.4	103.9	104.0	100.5	107.5	105.1	99.0
COc1cnc2c(c1)C(=O)c1c-2n(CCCNC(C)C)c(=O)c2cc(Cl)ccc12	-89.7*	-83.4*	-94.6*	48.2	-81.3*	70.2	-73.4*	-62.8*
Cn1c(=O)c2c(nc(Sc3nc(-c4ccccc4)c(C#N)c(=O)[nH]3)n2CC(=O)Nc2ccc(S(N)(=O)=O)cc2)n(C)c1=O	105.3	93.4	100.9	98.6	101.3	109.9	94.1	101.9
O/N=C(\CSc1nnc(-c2ccccc2)o1)c1ccccc1	101.5	103.7	102.7	106.8	90.5	94.4	103.7	88.7
CC(=O)CC(=O)NC1CCCCC1	110.9	95.3	101.8	98.1	114.7	94.1	90.8	105.5
N=C(N)c1ccc(C(=O)Nc2ccc(F)cc2)cc1	103.1	101.2	99.4	97.9	101.2	95.3	111.0	90.1
CC(=O)Nc1ccc2c(c1)Cc1cc(F)ccc1-2	116.6	109.8	107.5	99.7	102.1	94.8	103.9	90.7

3 structures from above, ordered by molar mass, low to high:
SMILES	SK-MEL-28	M14	MDA-MB-435	UACC-257	SK-MEL-5	SK-MEL-2	MALME-3M	UACC-62
NCCOCCO	107.8	100.9	105.3	94.2	102.1	106.0	81.9	104.7
CC(C)=CC(=O)CC(=O)C(=O)Nc1ccc(Cl)c(Cl)c1	111.8	101.9	107.4	60.1	97.0	110.9	106.1	102.8
O=C1c2c(c3c4cccnc4[nH]c3c3ccc4ccccc4c23)C(=O)N1CCN1CCNCC1	107.6	64.4	89.9	106.0	91.7	112.7	92.3	79.6

(listing goes on)
SMILES	SK-MEL-28	M14	MDA-MB-435	UACC-257	SK-MEL-5	SK-MEL-2	MALME-3M	UACC-62
CCOC(=O)c1c(NC(=O)c2cccc(C(F)(F)F)c2)sc2c1CCC(=O)C2	89.2	42.7	59.4	82.2	38.0	71.9	58.3	30.9
Nc1ncnc2[nH]ncc12	28.5	.	15.2	16.3	15.0	-14.1*	21.3	-15.9*
O=C1C=CC(=NOC(=O)c2ccccc2)C=C1	109.5	112.4	99.9	118.6	107.2	111.3	100.1	88.0
Nc1c(C(=O)c2ccc(Br)cc2)sc2nc3c(cc12)CCCC3	89.0	82.7	49.9	91.9	92.0	.	82.6	93.9
COc1ccc2nc(OC)c(-c3nc4c(cnn4-c4ccccc4)c(=O)[nH]3)cc2c1	100.5	95.5	96.7	111.8	105.3	105.4	115.2	96.2
C/C(=N\NC(=O)Nc1ccccc1)c1nnn(-c2ccc([N+](=O)[O-])cc2)c1C	106.5	104.5	104.4	108.3	99.6	103.7	108.0	99.6
CCCCCCCCCCCCC1CCCC(C)C1 (centres undefined)	88.9	105.6	103.9	.	101.2	94.9	93.3	102.4
O=C(/C=C1\C(=O)N(Cc2ccc([N+](=O)[O-])cc2)c2ccccc21)c1ccc(OCCN2CCCC2)cc1	104.0	70.2	48.2	88.4	88.5	93.7	46.8	85.8
CCOC(=O)N1CCN(S(=O)(=O)c2ncsc2-c2ccccc2)CC1	102.5	97.7	98.5	102.0	98.8	108.3	100.1	93.1
Cc1cc(OCC(=O)Nc2ccc3oc(-c4ccncc4)nc3c2)ccc1Cl	98.9	84.5	84.3	82.6	87.6	106.9	72.8	88.2
COc1ccc(/C=C/c2cc(N3CCOCC3)c3cc(F)c(F)cc3n2)cc1OC	51.4	31.6	51.0	45.4	26.2	45.0	49.3	19.9
CCCCOCCOC(=O)CCCCCC1CCCCC1	111.6	107.2	103.3	97.3	101.5	.	99.3	103.8
Nc1nc2c(C(=O)Nc3ccccc3)c(Nc3ccccc3)nn2cc1-c1nc2ccccc2s1	114.1	97.9	108.5	108.3	96.7	97.2	89.9	98.6
O=[N+]([O-])c1ccc(-c2nc(-c3ccccc3)c(-c3ccccc3)n2-c2ccc(S(=O)(=O)Nc3ncccn3)cc2)cc1	36.2	40.6	46.5	63.9	28.4	69.4	87.2	42.0
Clc1ccc(C2=NN(c3ccccc3)C(c3sc(Cl)nc3Cl)C2)cc1 (centres undefined)	102.2	96.8	95.9	92.1	97.2	98.9	.	87.8
CCOC(=O)c1cc2c([nH]1)-c1nc(Nc3ncccn3)sc1CCC2	110.2	103.3	109.3	104.0	89.7	107.9	133.0	98.6
CC1(C)CC[C@]23CC[C@]4(C)[C@H](CC[C@@H]5[C@@]6(C)C/C(=C/c7ccco7)C(=O)C(C)(C)[C@@H]6CC[C@]54C)[C@H]2[C@H]1OC3	.	99.3	100.5	103.3	102.1	103.4	114.4	94.7
CCOC(=O)N/N=C/c1ccc([N+](=O)[O-])cc1	104.3	92.5	104.2	105.6	102.9	96.9	113.7	113.8
CCc1ccc2c(c1)N(CCO)C1=C(C(=O)OC1)C2c1cc(OC)c(OC)c(OC)c1 (centres undefined)	64.5	10.2	-69.9*	50.5	-14.5*	.	.	16.2
NC1=NC2(CCCCC2)N=C(Nc2ccc(S(N)(=O)=O)cc2)N1	104.8	99.6	98.5	101.1	100.4	99.6	98.0	98.1
CCN(CC)CC#CCOC(=O)C(O)(c1ccccc1)C1CCCCC1 (centres undefined)	104.0	102.2	101.3	98.6	93.3	105.7	95.7	89.9
C#Cc1cc(C(=O)Nc2ccc(CN3CCN(C)CC3)c(C(F)(F)F)c2)ccc1OC	84.2	83.7	83.6	91.2	78.0	97.2	81.8	86.7
CCCCCN1C=C/C(=C\C(=O)N(C)c2ccc(Cl)cc2)c2ccccc21	107.7	98.2	103.5	107.5	103.1	104.6	94.5	99.2
Cc1ccccc1N1CCN(C(=O)Cc2ccc(OCC(=O)Nc3ccc(Cl)cc3)cc2)CC1	98.2	77.5	81.2	86.0	67.3	83.9	83.9	35.8
CCn1cc(-c2ccnc(NCCCNS(=O)(=O)c3ccc(Br)cc3)c2)c(-c2cccc(OC)c2)n1	99.0	80.7	84.9	79.8	79.9	85.7	85.6	77.2

Random excerpt: seven records from the list.
SMILES	SK-MEL-28	M14	MDA-MB-435	UACC-257	SK-MEL-5	SK-MEL-2	MALME-3M	UACC-62
CCN(CC)CC#CCOC(=O)C(O)(c1ccccc1)C1CCCCC1 (centres undefined)	104.0	102.2	101.3	98.6	93.3	105.7	95.7	89.9
Clc1ccc(C2=NN(c3ccccc3)C(c3sc(Cl)nc3Cl)C2)cc1 (centres undefined)	102.2	96.8	95.9	92.1	97.2	98.9	.	87.8
CCCCCN1C=C/C(=C\C(=O)N(C)c2ccc(Cl)cc2)c2ccccc21	107.7	98.2	103.5	107.5	103.1	104.6	94.5	99.2
CCOC(=O)N1CCN(S(=O)(=O)c2ncsc2-c2ccccc2)CC1	102.5	97.7	98.5	102.0	98.8	108.3	100.1	93.1
O=[N+]([O-])c1ccc(-c2nc(-c3ccccc3)c(-c3ccccc3)n2-c2ccc(S(=O)(=O)Nc3ncccn3)cc2)cc1	36.2	40.6	46.5	63.9	28.4	69.4	87.2	42.0
Nc1ncnc2[nH]ncc12	28.5	.	15.2	16.3	15.0	-14.1*	21.3	-15.9*
CCn1cc(-c2ccnc(NCCCNS(=O)(=O)c3ccc(Br)cc3)c2)c(-c2cccc(OC)c2)n1	99.0	80.7	84.9	79.8	79.9	85.7	85.6	77.2

The list goes on:
SMILES	SK-MEL-28	M14	MDA-MB-435	UACC-257	SK-MEL-5	SK-MEL-2	MALME-3M	UACC-62
CC(C)Cc1ccc(CC(C)C)c(OCCOCCN(C)C)c1	95.5	102.7	76.4	98.9	.	141.2	95.2	89.1
c1cncc(-c2nnc3sc(-c4csc5c4CCCC5)nn23)c1	95.2	89.0	66.1	78.4	93.6	96.7	127.4	81.9
COc1cc(Cl)cc(-c2nn(-c3cccc(NC(=O)c4ccc(N5CCOCC5)c(C(F)(F)F)c4)c3)cc2-c2ccncc2)c1	53.2	56.7	63.4	63.6	71.5	64.9	57.9	67.8
Nc1nc(N)c2c(n1)CCC(S(=O)(=O)c1ccc3ccccc3c1)C2 (centres undefined)	64.0	32.8	29.7	44.2	25.4	87.6	49.5	26.5
O=C1C2CC=CCC2C(=O)N1CNc1ccc(Cl)cc1 (centres undefined)	108.7	94.2	108.3	100.8	95.0	94.2	87.6	62.7
C[C@H](O)[C@@H]1N[C@H]2N(C1=O)c1ccccc1[C@@]21CC2C(=O)N[C@@H]1C1=Nc3ccccc3CN12	106.2	87.7	101.3	.	106.7	103.0	.	86.1
Fc1ccc(-n2cc(COc3ncnc4sc5c(c34)CCCC5)nn2)cc1	102.9	97.2	101.3	102.1	103.4	111.1	114.0	93.0
O=C(O)c1ccccc1C(=O)Nc1ccccc1	108.4	92.7	106.1	98.1	97.0	111.9	102.7	93.7
Cc1ccc(C)n1-c1ccsc1C(=O)NNC(=O)C(Cl)=C(Cl)Cl	112.0	96.2	110.1	87.3	.	.	97.9	87.5
C/C(=N\NC(=O)CSc1nc(-c2cnccn2)cc(-c2cccs2)c1C#N)c1ccc(Cl)cc1	96.1	111.6	101.4	102.0	94.6	108.2	.	80.8
Cn1cc(-c2csc(-c3cn(C)c4ccccc34)n2)c2cnccc21	-92.9*	-82.6*	-79.4*	-58.2*	-76.2*	107.3	-92.4*	61.4
O=C(CC(=O)c1cccs1)c1ccncc1	106.7	116.9	106.9	102.5	98.6	102.0	93.4	101.4
COc1ccc(F)cc1NC(=O)OC(C)C	103.5	97.6	96.7	99.0	100.3	99.5	93.6	96.1
CCOC(=O)c1sc(/N=C2\NC(=O)/C(=C/c3ccc(-n4ccnc4C)cc3)S2)nc1C	103.6	103.3	98.4	104.1	89.2	84.3	106.0	81.2
Cc1ccc(-n2nnc(-c3nc4ccccc4c(=O)[nH]3)c2N)cc1	96.1	.	95.7	81.1	104.4	95.0	90.9	100.7
COc1ccc(C(=O)CSc2nc(-c3ccc(OC)cc3)cn2-c2ccc(Cl)cc2)cc1	89.8	98.4	102.2	108.6	95.1	91.7	116.6	78.6
CC(=O)N[C@@H](CC(=O)O)C(=O)N[C@@H](CCC(=O)O)C(=O)O	113.9	102.8	97.0	99.1	.	112.3	92.0	107.4
CCCCCC[C@@H]1O[C@@H](c2ccccc2)[C@@H](O)[C@H]1O	101.4	92.5	97.8	96.9	98.1	101.9	89.8	102.2
COC(=O)c1ccc2c(c1)OCO2	103.5	89.8	106.1	73.7	103.0	97.7	116.6	.
COC(=O)C1C2CC3c4[nH]c5cc(OC)ccc5c4CCN3CC2CC(OC)C1OC (centres undefined)	125.2	102.4	106.8	125.3	95.7	99.8	114.0	103.8
C=CCNC(=S)NCC=C	118.3	104.1	117.7	68.1	109.7	106.7	146.8	98.4
O=S(=O)(Nc1ncccn1)c1ccc(Nc2nc(O)c(/C=C3\C=Nc4ccccc43)s2)cc1	109.0	101.5	107.8	98.7	102.3	92.4	106.6	93.5
O=C(Nc1cccc(-n2cc(-c3ccncc3)c(-c3ccc(O)c(Cl)c3)n2)c1)Nc1cccc(C(F)(F)F)c1	-5.9*	-8.2*	-35.3*	-19.0*	-49.0*	.	-24.1*	-49.9*
CC(=O)Nc1ccc(N=Nc2ccc(N)c3cc(S(=O)(=O)O)ccc23)cc1	104.7	96.8	101.1	93.5	97.8	107.1	107.8	94.3
CCC(=O)NC1c2ccccc2Oc2ccccc21	98.2	96.8	100.3	120.3	96.6	100.1	85.6	.
